# Screens from PubChem.
# TWEAK Fn14 block – inhibitors of TWEAK-Fn14 signaling, primary screen, luciferase reporter cells, uHTS. TWEAK-stimulated Fn14 reporter cells, luciferase luminescence, 8 h. inhibition, % at 10 µM. 360,000 compounds, 2% hits. AID 1159606, 2016; in the data active means inhibition above about 50%
# Peg3 promoter – Peg3 promoter-driven luciferase inhibitors, primary screen, cell-based, HeLa, luciferase luminescence. 360,000 compounds, 1.7% hits. inhibition, % at 20 µM. AID 588405, 2011. HeLa PEG-Prom luciferase reporter, overnight;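 active means inhibition of at least 50% at 20 µM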
# HIF-2a block – HIF-2a reporter inhibitors, primary screen, luminescence, 786-0 RCC cells; 360,000 compounds, 0.72% hits; AID 624352, 2012; 786-0 RCC cells HIF-2a reporter, luciferase luminescence, overnight; inhibition, % at 18.8 µM;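 active means inhibition of the luminescence signal of 40% or more relative to plate controls, in a single-dose primary screen at 18.75 µM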
# MITF TRPM1 inh – inhibitors of MITF-dependent TRPM1 promoter reporter, primary screen, cell-based, SK-MEL-5, single point, luciferase; inhibition, % at 12.5 µM; SK-MEL-5 TRPM1 promoter luciferase, 24 h; 330,000 compounds, 0.83% hits;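 active means mean inhibition across replicates of 60% or more, whatever share of single replicates reaches that level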; further: values of inactives mirror those of a sister screen read the other way
# aDG glyco act – activators of alpha-DG glycosylation, primary screen, uHTS, Pro5-aDG cells, AlphaScreen; AID 624168, 2012; alpha-DG glycosylation AlphaScreen (IIH6); 0% Pro5, 100% B10-LARGE cell signal; activation, % at 10 µM; 360,000 compounds, 0.22% hits;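 active means activation of at least 8% versus controls, or a plate z-score of at least 8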;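 further: Pro5 are CHO cells carrying HIG-tagged alpha-DG that lacks glycosylation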
# Shn3 3UTR inh – reduction of Shn3 3'UTR firefly luciferase signal, primary screen, Schnurri-3 inhibitor project, cell-based, Clone20 osteoblasts, set 2 | inhibition, % at 12.5 µM | AID 588674, 2011 | Clone20 osteoblast Shn3 3'UTR firefly luciferase, 24 h | 360,000 compounds, 0.52% hits;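 active means mean inhibition of at least 75% with every replicate also reaching 75%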;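 further: 0% = median of neutral control wells and 100% = pilot-screen positive control compound; some compounds past the cut are filed as inactive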
# hiPSC survival – enhancers of single-cell hiPSC survival, primary screen, ATPlite luminescence; 360,000 compounds, 0.044% hits; 100% = ROCK inhibitor wells, 0% = DMSO; survival enhancement, % at 20 µM; in the data active means survival enhancement above about 18%;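 further: cells exposed to compounds for 16 hours before the ATP read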
# CF NFkB inh – inhibitors of PAF-induced NF-kB signaling, primary screen, cell-based, GFP fluorescence, uHTS; KKLEB NF-kB-GFP reporter, GFP fluorescence overnight; inhibition, % at 5 µM; 360,000 compounds, 0.86% hits; AID 588850, 2011;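 active means at least 50% inhibition at 5 µM, scaled per plate between neutral and stimulator controls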;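 further: PAF is a Pseudomonas aeruginosa culture filtrate used as stimulus; plate controls were PAF-stimulated DMSO wells for no effect and unstimulated DMSO wells for full effect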
# KKLEB cytotox – cytotoxicity in KKLEB CF airway cells, primary screen, cytotoxicity control for CF NF-kB inhibitor project, cell-based, uHTS, fluorescence assay plates. AID 602141, 2011. KKLEB CF airway cells viability, ATPlite luminescence, overnight; hits give low values; cells stimulated with P. aeruginosa culture filtrate. 360,000 compounds, 0.36% hits. activity change (cytotoxicity), % at 5 µM;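 active means corrected activity change at or below -50% at 5 µM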
# NR2E3 ag-1 – inhibitors of NR2E3-RetCOR corepressor binding, primary screen, NR2E3 agonist project, biochemical, TR-FRET, GST-NR2E3, biotin-RetCOR | inhibition of corepressor binding, % at 4.78 µM | Photoreceptor-specific nuclear receptor (Homo sapiens), Q9Y5X4 | AID 2300, 2010 | 320,000 compounds, 0.12% hits | 1536-well;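 active means percent inhibition above the cutoff of mean plus 3 SD of all tested compounds, set per screening campaign, cut at about 20% in these data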;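 further: 0% = DMSO wells and 100% = biotin wells as full block of FRET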
# Target sequence (Q9Y5X4 whole entry, looked up): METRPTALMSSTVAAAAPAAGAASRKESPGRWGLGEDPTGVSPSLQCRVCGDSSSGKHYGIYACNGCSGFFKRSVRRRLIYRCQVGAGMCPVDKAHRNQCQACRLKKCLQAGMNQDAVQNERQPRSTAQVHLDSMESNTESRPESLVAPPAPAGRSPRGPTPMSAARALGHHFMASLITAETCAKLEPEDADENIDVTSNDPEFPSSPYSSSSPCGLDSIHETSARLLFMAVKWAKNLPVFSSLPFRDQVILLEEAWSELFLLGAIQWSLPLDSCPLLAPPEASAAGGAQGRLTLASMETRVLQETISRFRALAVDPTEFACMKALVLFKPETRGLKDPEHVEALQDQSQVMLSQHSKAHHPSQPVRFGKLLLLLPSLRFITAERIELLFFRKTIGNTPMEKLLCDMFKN
#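 Assay system: NR2E3–RetCOR corepressor complex. Quantity: 1.35 nM GST-NR2E3. Buffer or medium: pH 7.5 Tris-based buffer. Reagent: biotinylated RetCOR corepressor at 7 nM final. Schedule: 5 h at 4 °C. Detection: TR-FRET, emission read at 617 and 671 nm. Replicates: one well per compound, singlicate testing.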
# NR2E3 ag-2 – NR2E3 agonists in two-hybrid cells, primary screen, cell-based, luminescence, CHO-S, Gal4-NCOR/VP16-NR2E3 | luciferase | 360,000 compounds, 0.35% hits | inhibition of corepressor binding, % at 3.98 µM | AID 602229, 2012;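 active means inhibition above the mean of all tested compounds plus 3 SD, cut at about 70% in these data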;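 further: 0% = DMSO with NR2E3 transfected cells and 100% = cells lacking NR2E3 construct; higher means lower luciferase signal from less NR2E3 corepressor binding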
# Numbers without * were called inactive; x = no result given.
SMILES,TWEAK Fn14 block,Peg3 promoter,HIF-2a block,MITF TRPM1 inh,aDG glyco act,Shn3 3UTR inh,hiPSC survival,CF NFkB inh,KKLEB cytotox,NR2E3 ag-1,NR2E3 ag-2
Cc1ccc(S(=O)(=O)N2CCN(C(=O)CN3CCOCC3)C2C(C)C)cc1 (centres undefined),-5,2,12,0,-0.2,-17,-0.2,4,11,3,-20
CC(=O)OC1COC(n2c(O)c(N=NC(N)=S)c3ccccc32)C(OC(C)=O)C1OC(C)=O (centres undefined),8,12,19,-3,0.0,-34,-0.4,-6,1,0,-10
NC(=O)Cc1nc2scc(-c3ccccc3)c2c(=O)[nH]1,2,2,8,9,-0.3,-5,0.2,-10,4,2,0
Cc1cc(C)c(NC(=S)N(CCN(C)C)C(C)c2cccnc2)c(C)c1 (centres undefined),-6,8,8,2,0.0,3,-0.3,-8,1,4,2
CC(=O)Oc1ccc(C(=O)Nc2ccccc2C(=O)NCC(C)C)cc1,-22,14,16,5,0.0,-12,2.1,7,0,-2,17
COCCN(C(=O)COC(=O)CSc1ccc2ccccc2c1)c1c(N)n(Cc2ccccc2)c(=O)[nH]c1=O,-1,9,12,5,0.0,8,0.5,-5,18,1,-24
COC(CNC(=O)C(=O)Nc1cc2c3c(c1)CC(=O)N3CCC2)OC,2,-6,-12,-14,-0.2,-25,-0.5,-14,5,-3,1
COc1ccc(NC(=O)C(NC(C)=O)C(=O)NCc2ccccc2OC)cc1 (centres undefined),1,10,15,5,-0.1,-1,2.3,-2,4,-4,3
CC1(C)CC(=O)C2=C(C1)Nc1ccccc1NC2c1cccc(F)c1 (centres undefined),-17,5,11,-8,0.0,-4,-0.8,-18,9,x,18
O=C(NNC1CC(=O)N(c2ccccc2)C1=O)c1ccco1 (centres undefined),-2,8,1,-2,0.4,-14,1.6,-6,2,2,-15
O=C(NCc1nnnn1-c1ccc(F)cc1)c1ccc2ccccc2c1,2,2,-4,x,0.1,67,-2.7,-28,16,x,17
COc1ccccc1NS(=O)(=O)c1cc(N)ccc1N1CCCCC1,4,3,8,10,1.0,12,-0.6,-5,0,-3,-18
Cc1cc2c(cc1C)C(c1ccsc1)CC(=O)N2 (centres undefined),-6,6,9,15,-0.1,1,-0.9,15,-2,-1,-24
Cc1cccc(CN(C)C[C@H]2OCc3cnnn3CCCC(=O)N([C@@H](C)CO)C[C@@H]2C)c1,-7,10,12,x,0.0,-6,-1.6,-15,-2,x,-15
CCc1nnc(NC(=O)C2CCN(c3nccc(C)n3)CC2)s1,11,-5,10,6,-0.1,6,2.6,1,-1,0,-10
CC(O)CSc1nc2c(c(=O)[nH]c(=O)n2C)n1CC(O)COc1ccccc1 (centres undefined),-2,23,16,-5,0.1,-14,0.6,0,7,1,-27
CC(C)c1cc(C(=O)O)n[nH]1,8,13,8,0,-0.1,-1,2.8,3,2,2,5
Cc1csc(CN(C)C(=O)C2CCC(=O)N(CCCc3ccccc3)C2)n1 (centres undefined),-10,-9,2,6,0.0,8,0.9,19,-8,-3,-29
Cc1ccc(NC(=O)/C=C/C(=O)O)c(NC(=O)c2ccccc2)c1,5,7,12,16,0.1,-3,0.7,8,5,-4,-16
COC(=O)c1c(NC(=O)CSc2nnc(Cn3nnc4ccccc43)n2C)sc(C)c1C,-31,11,-6,-3,0.1,-4,0.3,0,1,1,9
CCOc1ccc2oc(C(=O)NC3CC(C)(C)NC(C)(C)C3)c(C)c2c1,-1,11,11,-12,6.2,-9,-1.5,6,2,-4,-18
Cn1c(CCNC(=O)c2ccco2)nc2ccccc21,7,2,2,-1,0.0,13,-0.5,16,-11,-4,-16
O=C(NC1CCSc2ccccc21)c1cccc(S(=O)(=O)N2CCOCC2)c1 (centres undefined),-6,3,-4,-2,0.0,15,-0.2,0,8,-1,3
Cc1ccc(CNC(=O)C2CCC(=O)N2C(C)C)cc1 (centres undefined),13,9,19,9,0.0,6,1.7,18,-11,-3,-2
CCOc1ccc(N2C(=O)CC(Sc3nc(O)c(CC)c(=O)[nH]3)C2=O)cc1 (centres undefined),-8,21,23,x,0.1,-43,-0.5,4,4,2,5
O=C(CNC(=O)c1nc[nH]c1C(=O)N1CCc2ccccc2C1)OCc1ccccc1,11,43,-5,3,-0.1,12,0.7,-1,-8,3,-2
Cc1ccc(C2=NO[C@@](CC(=O)O)(C(=O)Nc3ccc4c(c3)OCCO4)C2)cc1,9,-14,-76,0,-0.2,12,1.0,1,4,x,-5
COc1ccc(OCCCC(=O)Nc2cccc([N+](=O)[O-])c2)cc1,4,-1,10,-17,-0.2,-3,-0.2,-2,-7,0,-32
CC(C)(C)NC(=O)NC(=O)COC(=O)C1CCN(S(=O)(=O)c2cccs2)CC1,-5,-2,5,-11,0.0,-4,1.6,-22,-13,0,2
Cc1nc(N)sc1C(=O)NN,-5,4,12,0,-0.2,-17,0.3,3,-1,-2,14
COc1cccc(CNC(=O)CCC(=O)N2CC(C)Oc3ccccc32)c1OC (centres undefined),-1,5,7,x,0.1,13,2.6,7,6,-1,-20
Cc1ccccc1NC(=O)Nc1nc(C2CCC(=O)N2)cs1 (centres undefined),8,12,-7,x,0.0,16,1.7,-54,2,x,16
S=c1[nH]c2nc(Cl)c(Cl)nc2[nH]1,-7,11,8,x,0.0,3,1.5,-9,-19,x,-14
O=C(O)c1ccc(NC(=O)c2ccccc2NC(=O)c2cccc(F)c2)cc1,7,12,14,-7,-0.1,-12,-0.3,-3,10,0,-5
CCOc1ccc(CCNC(=O)c2ccc(OCc3c(C)noc3C)cc2)cc1OCC,5,6,-2,6,0.0,18,-0.5,5,6,-3,12
O=c1c2ccccc2nc(CSc2nnnn2-c2ccccc2)n1-c1ccccc1Cl,-31,41,22,15,-0.3,-3,-0.1,19,-15,1,-15
Cc1cccc(-n2c(-c3csc(C)c3C)n[nH]c2=S)c1,92*,2,-19,-9,0.0,-7,-1.4,4,4,2,-25
O=[N+]([O-])c1ccc(O)c(CN2CCCCCC2)c1,12,11,21,6,-0.1,-8,0.2,13,-4,2,3
Cc1ccc(-c2nnc(N3CCN(C(=O)c4ccco4)CC3)c3ccccc23)cc1,17,28,22,8,0.4,13,-3.5,8,6,-3,15
Cc1c(Cl)cccc1-n1ccnc1SCC(=O)O,1,6,15,9,0.1,10,-3.7,-4,2,-1,-10

# TWEAK Fn14 block: entries above that show a hit
smiles	TWEAK Fn14 block	Peg3 promoter	HIF-2a block	MITF TRPM1 inh	aDG glyco act	Shn3 3UTR inh	CF NFkB inh	NR2E3 ag-1	NR2E3 ag-2
Cc1cccc(-n2c(-c3csc(C)c3C)n[nH]c2=S)c1	92*	2	-19	-9	0.0	-7	4	2	-25

# More records:
SMILES,TWEAK Fn14 block,Peg3 promoter,HIF-2a block,MITF TRPM1 inh,aDG glyco act,Shn3 3UTR inh,hiPSC survival,CF NFkB inh,KKLEB cytotox,NR2E3 ag-1,NR2E3 ag-2
CCN(CC)S(=O)(=O)c1ccc2c(c1)N(CC(=O)NCc1ccccn1)C(=O)CO2,-16,-5,-6,-1,-0.2,-4,0.0,-3,11,0,-3
O=S(=O)(c1ccc(Oc2ccc(Br)cc2F)nc1)N1CCCCC1,-10,5,10,9,0.3,-8,-2.3,-12,0,0,-22
Cc1cc(C)cc(NC(=O)c2ccc(CNc3c(N4CCCC4)c(=O)c3=O)cc2)c1,27,8,24,8,0.1,20,-0.4,4,2,-1,0
COc1cc(/C=C/C(=O)OCC(=O)N(CC(C)C)c2c(N)n(Cc3ccccc3)c(=O)[nH]c2=O)ccc1O,6,5,14,10,0.1,7,-0.2,10,5,x,-3
CC(O)CNc1nc2c(c(=O)n(Cc3ccccc3)c(=O)n2C)n1C (centres undefined),23,5,13,5,0.0,-62,0.1,5,-16,-1,-43
CC(=O)NCCCC(=O)NN1C(=S)N(Cc2ccccc2)C(=O)C1CC(=O)Nc1cccc(C)c1 (centres undefined),-1,6,15,4,-0.1,-2,0.9,6,1,0,0
O=C(Nc1cccc(Cl)c1N1CCCCC1)c1ccc2c(c1)OCCO2,-15,-14,-3,-5,0.3,30,-1.5,-2,-5,5,-7
Cc1ccc(N2C(N)=NC(N)=NC23CCCC3)c(C)c1,5,7,21,3,-0.3,4,0.8,9,-6,1,-28
C=CCc1cc(C=O)cc(OC)c1OCc1c(Cl)cccc1Cl,18,21,6,2,-0.2,21,5.0,-12,-3,-1,-7
COc1ccc(CN2CCNC(=O)C2CC(=O)N(C)C2CCOCC2)cc1OC (centres undefined),7,7,5,x,0.3,6,-1.5,9,-2,x,5
COCCn1c(-c2cccc([N+](=O)[O-])c2)nc2c1c(=O)[nH]c(=O)n2Cc1ccccc1,-13,18,14,0,-0.5,-1,3.1,12,-12,3,1
O=[N+]([O-])c1ccc(C2Nc3cccc4cccc(c34)N2)cc1,2,2,3,19,-0.3,-10,0.1,-10,1,-2,-21
COc1ccc(NC(=O)CSc2nc3ccccc3c(=O)n2CCC(=O)N2CCCCC2)cc1,22,7,10,8,0.0,9,-3.3,-25,-3,0,-12
COc1cc(C(=O)Oc2ccccc2/C=N/NC(=O)c2ccc(C)c(Cl)c2)cc(OC)c1OC,-38,-6,-6,-2,0.3,57,-0.7,-3,-6,-1,-27
C=CCOc1ccc(/C=C2\SC(=S)N(C(C(=O)O)c3ccccc3)C2=O)cc1 (centres undefined),-9,20,-2,5,0.1,1,-0.6,-7,12,x,3
COc1cc(F)ccc1-c1cc(C(=O)Nc2cc(OC)c(OC)c(OC)c2)[nH]n1,22,-11,-65,x,-0.3,-5,1.5,12,-12,x,-16
c1ccc(N2CCN(Cc3nc4ccccc4[nH]3)CC2)nc1,-3,13,8,9,-0.1,3,0.9,9,-1,2,-6
Cc1ccc(N(C(=O)CCC(=O)Nc2ccccn2)C(C(=O)NC(C)C)c2ccc(F)cc2)cc1 (centres undefined),13,4,-4,2,-0.2,10,-0.1,0,-1,-2,-19
CC(C)CN(CC(C)C)C(=O)Nc1cccc([N+](=O)[O-])c1,0,4,18,-6,0.1,13,0.3,8,-1,-2,-20

# This is a random part of the collection, and some 4.4% of all compounds hit somewhere here.
